Vif-APOBEC3G blk = qHTS for Inhibitors of Vif-A3G Interactions: qHTS; DNA dC->dU-editing enzyme APOBEC-3G (Homo sapiens), Q9HC16; HeLa A3G-eYFP + Vif (tagged APOBEC3G with the HIV-1 protein that degrades it), YFP fluorescence, overnight; Potency, µM (titrated, usually from 46.1 µM), inactives show at the highest dose activity, negative = active, usual class: inhibitors; hit rate 0.076% among 410,000;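 also: % is scaled to controls: 0 for no effect and ±100 for the full control effect; nearly all actives have a fitted effect of over 60% in size; hits raise eYFP signal because A3G escapes Vif-driven loss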
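HeLa cells stably expressing Vif and C-terminally eYFP-tagged A3G, seeded overnight at 37 deg C, then exposed to compound by pintool overnight at 37 deg C. Rise in yellow fluorescence (Ex 488/Em 500-530, Acumen) marks blocked Vif-driven A3G degradation.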
RGS4 inh = Inhibitors of Regulator of G Protein Signaling (RGS) 4: qHTS; Regulator of G-protein signaling 4 (Homo sapiens), P49798; Transcreener GDP fluorescence polarization, RGS4-accelerated GTP hydrolysis; Potency, µM (highest dose often 114 µM), for inactives: at the top dose activity change, negative = inhibition, actives largely listed as inhibitors; hit rate 0.039% among 390,000; AID 504845, 2011; also: % is scaled to controls: 0 for no effect and ±100 for the full control effect; nearly all actives have a fitted effect of over 75% in size; some results filed as inactive show a strong effect at the top dose
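MLSMR compounds (23 nl, pin-transferred) preincubated 10 min at room temperature with a 500nM (2x) first reagent, then RGS4 at 900nM (2x) plus Transcreener GDP mix added; fluorescence polarization (620/688 nm) read before and after 90 min at 30 °C.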
12-LOX inh = Primary qHTS assay for inhibitors of human arachidonate 12S-lipoxygenase (ALOX12): Round 2; hit rate 1.1% among 580,000; purified 12hLO, xylenol orange hydroperoxide absorbance; Polyunsaturated fatty acid lipoxygenase ALOX12 (Homo sapiens), P18054; Potency, µM (series often up to 108 µM), without a hit: at the highest dose activity change, negative = inhibition, usual class: inhibitors; also: % is scaled to controls: 0 for no effect and ±100 for the full control effect
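Hydroperoxide product was detected by ferrous iron/xylenol orange as the 573 to 405 nm absorbance ratio. Arachidonic acid at 40 uM (final) was turned over for 30 min at room temperature by 150 nM human 12hLO, pH 7.0 Hepes buffer, after 15 min compound preincubation.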
IDH1 R132H inh = qHTS for Inhibitors of mutant isocitrate dehydrogenase 1 (IDH1): qHTS | IDH1-R132H enzyme, NADPH consumption, diaphorase/resazurin fluorescence | Potency, µM (series often up to 76.6 µM), for inactives: at the top dose activity change, negative = inhibition, hits mostly inhibitors | hit rate 0.093% among 390,000; also: % is scaled to controls: 0 for no effect and ±100 for the full control effect; nearly all actives have a fitted effect of over 65% in size
Target sequence (O75874 whole entry R132H, stated change not applied): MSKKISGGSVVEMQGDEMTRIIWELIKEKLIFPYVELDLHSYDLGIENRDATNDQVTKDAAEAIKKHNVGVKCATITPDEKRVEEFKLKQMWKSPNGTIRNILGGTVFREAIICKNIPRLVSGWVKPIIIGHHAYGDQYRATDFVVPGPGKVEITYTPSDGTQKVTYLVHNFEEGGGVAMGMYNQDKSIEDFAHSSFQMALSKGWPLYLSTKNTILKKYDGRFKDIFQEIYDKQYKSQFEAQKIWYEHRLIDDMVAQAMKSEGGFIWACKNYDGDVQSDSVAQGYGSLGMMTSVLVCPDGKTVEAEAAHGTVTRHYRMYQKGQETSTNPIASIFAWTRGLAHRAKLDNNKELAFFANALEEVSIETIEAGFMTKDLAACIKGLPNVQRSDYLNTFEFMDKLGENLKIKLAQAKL
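IDH1-R132H (0.5 ug/mL) preincubated 30 min with compound, then NADPH (0.016 mM) and alpha-KG (2 mM) added; 80 min at RT, pH 7.5. Remaining NADPH coupled via diaphorase/resazurin to fluorescence (540/590 nm); concentration-response curves normalized to no-enzyme control.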
rTrxR1 inhibitor = qHTS Assay for Inhibitors of Mammalian Selenoprotein Thioredoxin Reductase 1 (TrxR1): qHTS; recombinant rTrxR1, NADPH fluorescence consumption, selenite substrate; hit rate 1% among 390,000; Thioredoxin reductase 1, cytoplasmic (Rattus norvegicus), O89049; Potency, µM (series often up to 114 µM), for inactives: at the top dose activity change, negative = inhibition, most hits filed as inhibitors; also: % is scaled to controls: 0 for no effect and ±100 for the full control effect; nearly all actives have a fitted effect of over 65% in size
Target sequence (O89049 whole entry, looked up): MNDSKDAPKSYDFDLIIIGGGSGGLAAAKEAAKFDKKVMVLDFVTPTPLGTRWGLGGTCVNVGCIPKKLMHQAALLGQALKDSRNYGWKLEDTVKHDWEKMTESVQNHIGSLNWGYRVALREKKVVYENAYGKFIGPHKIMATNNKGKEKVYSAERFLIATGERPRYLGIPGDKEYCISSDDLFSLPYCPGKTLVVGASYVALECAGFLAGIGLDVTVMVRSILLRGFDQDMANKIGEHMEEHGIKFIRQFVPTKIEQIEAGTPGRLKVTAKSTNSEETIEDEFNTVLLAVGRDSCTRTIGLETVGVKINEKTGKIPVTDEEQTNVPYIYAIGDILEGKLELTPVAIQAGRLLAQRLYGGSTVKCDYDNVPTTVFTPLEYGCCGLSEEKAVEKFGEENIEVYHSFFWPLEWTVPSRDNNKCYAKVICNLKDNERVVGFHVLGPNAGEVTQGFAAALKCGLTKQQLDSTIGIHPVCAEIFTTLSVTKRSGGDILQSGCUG
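Rat TrxR1 (90 nM in the dispensed reagent) was pre-reduced with 400 uM NADPH for 5 min at room temperature, then incubated with compound for 15 min. After 400 uM selenite was added, NADPH fluorescence (Ex 340/Em 450 nm) was followed for 8 min.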
TrxR1 substrate = qHTS Assay for Substrates of Mammalian Selenoprotein Thioredoxin Reductase 1 (TrxR1): qHTS; Thioredoxin reductase 1, cytoplasmic (Rattus norvegicus), O89049; purified TrxR1 substrate turnover, NADPH consumption readout; Potency, µM (series often up to 114 µM), inactives show top-dose activity change, negative = substrate turnover; hit rate 0.01% among 390,000; also: % is scaled to controls: 0 for no effect and ±100 for the full control effect; nearly all actives have a fitted effect of over 50% in size
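Rat TrxR1, dispensed at 90 nM, was prereduced with 400 uM NADPH (final) for 5 min at ~22 deg C, then incubated with compound 15 min before 400 uM selenite. A first-read NADPH fluorescence drop versus no-compound background flagged substrates.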
Vif-A3F inh = qHTS for Inhibitors of Vif-A3F Interactions: qHTS | hit rate 0.2% among 390,000 | HeLa A3F-eYFP + Vif (tagged APOBEC3F with the HIV-1 protein that degrades it), YFP fluorescence increase | Potency, µM (highest dose often 46.1 µM), inactives show at the top dose activity, negative = active; also: % of control where 0% means no effect; nearly all actives have a fitted effect of over 65% in size
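HeLa cells stably expressing Vif plus C-terminally eYFP-tagged A3F were seeded, incubated overnight at 37 deg C, dosed with compound, incubated overnight again at 37 deg C. Yellow fluorescence (Ex 488/Em 500-530) reported blocked Vif-mediated A3F-eYFP degradation.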
USP1-UAF1 inh = Inhibitors of USP1/UAF1: Primary Screen | Potency, µM (doses to about 57.1 µM), without a hit: at the highest dose activity change, negative = inhibition, most hits filed as inhibitors | AID 743255, 2014 | Ubiquitin carboxyl-terminal hydrolase 1 (Homo sapiens), O94782 | recombinant USP1/UAF1, Ub-Rhodamine cleavage fluorescence | hit rate 0.23% among 390,000; also: % is scaled to controls: 0 for no effect and ±100 for the full control effect; nearly all actives have a fitted effect of over 60% in size; inactives centre near -12
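USP1/UAF1 complex (1 nM) preincubated 15 min at room temperature with compound, then Ub-Rho substrate (150 nM final) added. Kinetic fluorescence at 480/540 nm over 6 reads at 60 s intervals; 50 mM HEPES pH 7.8, 0.5 mM EDTA, 0.1 mg/ml BSA, 1 mM TCEP, 0.01% Tween-20.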
RXFP1 agonist = qHTS Assay for Agonists of the Relaxin Receptor RXFP1. hit rate 0.3% among 370,000. Potency, µM (series often up to 57.5 µM), inactives show top-dose activation, actives largely listed as activators. HEK293T-RXFP1 cAMP TR-FRET, 30 min; response scale: percent of porcine relaxin response, buffer zero; also: % is scaled to controls: 0 for no effect and ±100 for the full control effect; nearly all actives have a fitted effect of over 60% in size; many of its hits are not listed in these tables
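cAMP rise read by TR-FRET after 30 min, 37C compound exposure (up to 58 uM) in RXFP1-transfected HEK293 cells with Ro 20174 present. EC50 from Hill-equation fits, with 29 nM porcine relaxin as 100% and buffer as basal.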
* hit, by the source's call; ? = inconclusive; · = not tested or not shown; [ ] = remark or other dose. Calls follow the shape of the dose curve; as a rule, active = well fitted curve in the direction sought with a large enough effect; inconclusive = small, poorly fitted or top-dose-only effect, or another doubt; inactive = no such curve, though single readings can be large; an effect the other way counts as inactive or inconclusive. Potency is read from the fitted curve at half-maximal effect. This is a subset, so the mix of outcomes need not match the whole.

SMILES	Vif-APOBEC3G blk	RGS4 inh	12-LOX inh	IDH1 R132H inh	rTrxR1 inhibitor	TrxR1 substrate	Vif-A3F inh	USP1-UAF1 inh	RXFP1 agonist
Cc1cccc(C)c1NC(=S)Nc1ccccc1C(=O)NCc1ccco1	-5%	-1%	-16%	3%	-27%	40%[activator]	-3%	-17%	-1.3%
COc1ccccc1C(=O)Nc1ccc2c(c1)n(C)c(=O)n2C	0%	-7%	?	3%	-6%	-7%	0%	-11%	0.3%
S=c1nc(-c2cccc(Cl)c2)[nH][nH]1	2%	-53%	?	-5%	-16%[57.1 µM]	0%[57.1 µM]	?	-13%	24%
Cc1ccc(Nc2sc(C(=O)c3ccccc3)c(N)c2S(=O)(=O)c2ccccc2)c(C)c1	-2%	-3%	4%	-17%	16%	3%	-3%	-17%	0.4%
CN(CC(=O)Nc1ccc(Br)cc1)S(=O)(=O)c1cccc2nsnc12	1%	1%	-11%	22%	14%	-6%	-5%	0%	5.3%
O=C(O[C@@H]1OC2COC(=O)c3cc(O)c(O)c(O)c3-c3c(cc(O)c(O)c3O)C(=O)O[C@@H]([C@H]1O)[C@@H]2O)c1cc(O)c(O)c(O)c1	0%	?	·	-2%	-31%	-9%	8%	?	-1.9%
CCN(c1ccccc1)S(=O)(=O)c1cccc(C(=O)N2CCN(S(=O)(=O)c3ccccc3)CC2)c1	-5%	2%	-27%	1%	1%	-1%	-11%	-12%	-1.4%
CCOCCCN(C(=O)c1snc(C(N)=O)c1N)C(C(=O)NC1CCCC1)c1ccc(O)cc1 (configuration not stated)	4%	21%	-48%	7%	-13%	3%	-21%	-17%	3.0%
CC(=O)NCCC(=O)Nc1cc(S(=O)(=O)N2CCCCC2)ccc1N1CCCCC1	1%	-7%	402%[activator]	4%	-1%	-7%	2%	-17%	1.2%
O=C(N1CCOCC1)N1CCOCC1	0%	-10%	0%	2%	33%	4%	5%	-14%	0.0%
C/C(=C\C(=O)c1ccccc1)Nc1ccc(Cl)c(Br)c1	2%	-18%[11.4 µM]	-17%	2%	?	1%	0%	-20%	·
COc1ccc(OCC(=O)Nc2nc3ccc(NC(C)=O)cc3s2)cc1	-13%	-6%	-1%	0%	27%	-1%	-1%	-18%	1.3%
CCOC(=O)Cc1ccc(NC(=O)n2ncc3c(C)cccc32)cc1	-1%	-7%	-27%	-7%	26%	8%	-3%	-10%	-1.2%
COc1cccc(CN(C)C(=O)c2cccc(S(=O)(=O)N3CCN(c4ccccc4)CC3)c2)c1OC	2%	30%	6%	-4%	18%	-7%	0%	-3%	·
CCN1C(=O)[C@H]2[C@@H](c3ccc(-c4ccc(C(C)=O)cc4)cc3)N[C@@](Cc3ccccc3)(C(=O)OC)[C@H]2C1=O	-7%	-29%	-22%	19%	-8%	-1%	0%	-23%	0.0%
Cc1cc(C)cc(NC(=O)CSCc2cc(=O)n3ccsc3n2)c1	0%	11%[56.9 µM]	?	-2%	9%[57.1 µM]	4%[57.1 µM]	2%	-15%	0.1%
CCC1(CC)C(C#N)C(=O)NC(=O)C1C#N (configuration not stated)	0%	1%	-4%	9%	6%[57.1 µM]	2%[57.1 µM]	-6%	-4%	·
O=C(Nc1cnn(Cc2ccc(Cl)cc2Cl)c1)c1cc(-c2cccs2)on1	-7%	-4%	-3%	-3%	21%	20%	-9%	-12%	3.2%
Cc1ccc2c(c1)N(C(=O)N1CCC(C(=O)NCc3ccco3)CC1)CC(C)O2 (configuration not stated)	5%	-23%	9%	7%	-15%	-8%	3%	-3%	2.8%
Cc1ccc(NC(=O)CN2CCN(C(=O)C3CCCO3)CC2)c(C)c1 (configuration not stated)	-2%	-19%	3%	5%	18%	10%	4%	-13%	1.1%
Cc1ccccc1CSCC(=O)Nc1ccccc1F	-6%	-8%	18%	-5%	30%	5%	-3%	-24%	-3.9%
CCOc1ccc(-c2cc3c(=O)n(Cc4nc(-c5ccc(OCC)c(OC)c5)oc4C)ccn3n2)cc1Cl	6%	9%	-7%	8%	3%	-2%	-13%	-4%	5.2%
Cc1ccc(OCCn2cc(C(=O)C3CCCCC3)c3ccccc32)cc1	-6%	28%	-16%	4%	11%	-4%	1%	-10%	20%
CCOC(=O)N1CCc2c(sc(NCc3cccs3)c2C(=O)Nc2cc(OC)ccc2OC)C1	-1%	?	?	-4%	13%[57.1 µM]	12%[57.1 µM]	5%	-21%	2.0%
COC(=O)c1sccc1NC(=S)Nc1cc(C)ccc1OC	-3%	-23%	3%	22%	-15%	6%	8%	-11%	10%

Three compounds picked at random from those above:
SMILES	Vif-APOBEC3G blk	RGS4 inh	12-LOX inh	IDH1 R132H inh	rTrxR1 inhibitor	TrxR1 substrate	Vif-A3F inh	USP1-UAF1 inh	RXFP1 agonist
Cc1ccc(Nc2sc(C(=O)c3ccccc3)c(N)c2S(=O)(=O)c2ccccc2)c(C)c1	-2%	-3%	4%	-17%	16%	3%	-3%	-17%	0.4%
Cc1ccc(OCCn2cc(C(=O)C3CCCCC3)c3ccccc32)cc1	-6%	28%	-16%	4%	11%	-4%	1%	-10%	20%
O=C(Nc1cnn(Cc2ccc(Cl)cc2Cl)c1)c1cc(-c2cccs2)on1	-7%	-4%	-3%	-3%	21%	20%	-9%	-12%	3.2%

(continued)
SMILES	Vif-APOBEC3G blk	RGS4 inh	12-LOX inh	IDH1 R132H inh	rTrxR1 inhibitor	TrxR1 substrate	Vif-A3F inh	USP1-UAF1 inh	RXFP1 agonist
Cc1ccccc1Nc1cc(C(=O)NC2CCCCC2)c2ccccc2n1	-3%	10%	-22%	-2%	52%[activator]	50%[activator]	1%	-12%	25%
CN1CCC(N(C)C(=S)NCCc2ccccc2)CC1	-1%	15%	-10%	9%	15%[57.1 µM]	8%[57.1 µM]	0%	-14%	2.7%
NS(=O)(=O)c1ccc(CCNCC#Cc2ccccc2)cc1	0%	24%	-20%	1%	-28%	2%	-10%	-3%	-0.1%
O=C(CC12CC3CC(CC(C3)C1)C2)Nc1c(F)cccc1F	0%	-9%	·	-6%	2%[57.1 µM]	1%	-1%	-19%	3.5%
CC(C)(C)OC(=O)N1CCCC(C(=O)Nc2ccc(C(=O)N3CCCC3)cc2)C1 (configuration not stated)	2%	4%	-4%	-6%	2%	-9%	1%	20%	·
CC(O)CCc1nc2ccc(C(=O)O)cc2[nH]1 (configuration not stated)	1%	21%	?	-1%	20%	9%	-32%	4%	0.2%
COCC(=O)OCC(=O)Nc1cc(C)c(C)cc1[N+](=O)[O-]	3%	10%	-2%	-5%	9%[57.1 µM]	7%[57.1 µM]	3%	-14%	0.3%
CCCC(=O)Nc1ccc(C(=O)COC(=O)c2c(C)noc2C)cc1	0%	25%	4%	5%	9%	-8%	-16%	1%	-0.1%
CCc1cc2c(N[C@@H](C)C(=O)O)ncnc2s1	-7%	2%	-3%	1%	-9%	-3%	-15%	-24%	3.7%
O=C(COc1ccc(Cl)cc1)Nc1ccc(CN2CCOCC2)cc1	3%	-2%	?	-6%	32%	0%	0%	-17%	-0.7%
COc1ccc(-c2noc(CN3CCN(c4cccc(Cl)c4)CC3)n2)cc1	3%	-26%	-6%	0%	23%	0%	-1%	-26%	2.5%
Cc1ccc(S(=O)(=O)N(C)CC(=O)N(C)Cc2cccs2)cc1	-3%	·	19%	2%	·	·	0%	-28%	·

Only rTrxR1 inhibitor and Vif-A3F inh, for 5 of the compounds above:
Structure | rTrxR1 inhibitor | Vif-A3F inh
COCC(=O)OCC(=O)Nc1cc(C)c(C)cc1[N+](=O)[O-] | 9%[57.1 µM] | 3%
Cc1ccc(S(=O)(=O)N(C)CC(=O)N(C)Cc2cccs2)cc1 | · | 0%
CC(O)CCc1nc2ccc(C(=O)O)cc2[nH]1 (configuration not stated) | 20% | -32%
CCCC(=O)Nc1ccc(C(=O)COC(=O)c2c(C)noc2C)cc1 | 9% | -16%
CN1CCC(N(C)C(=S)NCCc2ccccc2)CC1 | 15%[57.1 µM] | 0%
